POLI inh: inhibitors of human DNA polymerase iota; Q9UNA4; Pol iota fluorescent replication assay, 10 min; Potency, µM (series often up to 115 µM), for inactives: at the top dose activity, negative = inhibition, actives largely listed as inhibitors; actives 1% (n = 390,000); AID 588590; also: potency is read from the fitted curve at half-maximal effect
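Fluorescent replication assay read twice, at 0 min and 10 min after adding 50 nM (final) substrate. Enzyme (10 nM) and compounds were first incubated 15 min at room temperature; enzyme-free buffer wells were negative controls.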
Pol beta inh: DNA polymerase beta (human) inhibition; Potency, µM (doses to about 114 µM), without a hit: at the top dose activity change, negative = inhibition, hits mostly inhibitors; actives 1.3% (n = 340,000); AID 485314; P06746; Pol beta primer extension/strand displacement, fluorescence kinetic; also: potency is read from the fitted curve at half-maximal effect; % is scaled to controls: 0 for no effect and ±100 for the full control effect
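Curves were derived by four-parameter Hill fits of normalized qHTS data. The kinetic fluorescent primer-extension read was taken at 0 and 10 min after 50 nM substrate, following a 15 min room-temperature preincubation of 10 nM enzyme with compounds.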
POLK inh: blocks human DNA polymerase kappa activity. Q9UBT6. purified Pol kappa, fluorescent DNA synthesis assay, 10 min. Potency, µM (top dose mostly 107 µM), without a hit: top-dose activity, negative = inhibition, actives largely listed as inhibitors. actives 0.53% (n = 400,000). AID 588579; also: potency is read from the fitted curve at half-maximal effect; % is scaled to controls: 0 for no effect and ±100 for the full control effect
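Enzyme at 10 nM met test compounds for 15 min at room temperature. Substrate addition (50 nM final) began the reaction, which was monitored by fluorescence at 0 and 10 min.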
BLM helicase inh: blocks DNA unwinding by human BLM helicase; actives 0.2% (n = 350,000); Potency, µM (doses to about 56.1 µM), for the others: at the highest dose activity change, negative = inhibition, hits mostly inhibitors; recombinant BLM DNA unwinding, fluorescence dequenching;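 also: potency is read from the fitted curve at half-maximal effect; plate controls were vehicle for no effect and no enzyme for full effect; nearly all actives have a fitted effect of over 35% in size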
Tb PGK inh: T. brucei PGK inhibition. PGK/GAPDH coupled, Kinase-Glo luminescence, 60 min. Potency, µM (titrated, usually from 57.5 µM), for the others: at the top dose activity change, negative = inhibition, most hits filed as inhibitors. actives 0.043% (n = 380,000). AID 602233; also: potency is read from the fitted curve at half-maximal effect; % is scaled to controls: 0 for no effect and ±100 for the full control effect; nearly all actives have a fitted effect of over 60% in size
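Recombinant glycosomal PGK reaction used 1,3-bisphosphoglycerate generated in-well by GAPDH (100nM final) in 100mM TEA pH 7.6, 5mM MgCl2, 0.01% Tween-20. After 60 minutes at room temperature, ATP was read by Kinase-Glo Plus luminescence end-point.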
Anesthetic bind: candidate novel general anesthetic via apoferritin binding; actives 0.074% (n = 350,000); P02791; apoferritin/1-aminoanthracene competitive binding, fluorescence; Potency, µM (titrated, usually from 77.5 µM), for inactives: at the top dose activity change, negative = displacement, actives largely listed as inhibitors; also: potency is read from the fitted curve at half-maximal effect; % is scaled to controls: 0 for no effect and ±100 for the full control effect; nearly all actives have a fitted effect of over 20% in size
Target sequence (P02791 2-175 limits assumed): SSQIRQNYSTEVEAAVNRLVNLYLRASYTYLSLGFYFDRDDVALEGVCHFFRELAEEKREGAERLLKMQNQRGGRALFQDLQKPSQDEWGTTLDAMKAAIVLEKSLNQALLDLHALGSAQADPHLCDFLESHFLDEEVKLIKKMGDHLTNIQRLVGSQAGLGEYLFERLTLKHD
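Steps: apoferritin (10 uM) was premixed with half-saturated 1-AMA in PBS, compounds were pin-transferred, plates stood 10 min at room temperature, fluorescence was read at 380/535 nm, and curves were fitted with a Hill equation.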
POLH inh: blocks human DNA polymerase eta activity | Q9Y253 | recombinant Pol eta, fluorescent DNA replication assay | Potency, µM (top dose mostly 114 µM), inactives show top-dose activity change, negative = inhibition, hits mostly inhibitors | actives 1.2% (n = 390,000); also: potency is read from the fitted curve at half-maximal effect; % is scaled to controls: 0 for no effect and ±100 for the full control effect
Target sequence (Q9Y253 whole entry, looked up): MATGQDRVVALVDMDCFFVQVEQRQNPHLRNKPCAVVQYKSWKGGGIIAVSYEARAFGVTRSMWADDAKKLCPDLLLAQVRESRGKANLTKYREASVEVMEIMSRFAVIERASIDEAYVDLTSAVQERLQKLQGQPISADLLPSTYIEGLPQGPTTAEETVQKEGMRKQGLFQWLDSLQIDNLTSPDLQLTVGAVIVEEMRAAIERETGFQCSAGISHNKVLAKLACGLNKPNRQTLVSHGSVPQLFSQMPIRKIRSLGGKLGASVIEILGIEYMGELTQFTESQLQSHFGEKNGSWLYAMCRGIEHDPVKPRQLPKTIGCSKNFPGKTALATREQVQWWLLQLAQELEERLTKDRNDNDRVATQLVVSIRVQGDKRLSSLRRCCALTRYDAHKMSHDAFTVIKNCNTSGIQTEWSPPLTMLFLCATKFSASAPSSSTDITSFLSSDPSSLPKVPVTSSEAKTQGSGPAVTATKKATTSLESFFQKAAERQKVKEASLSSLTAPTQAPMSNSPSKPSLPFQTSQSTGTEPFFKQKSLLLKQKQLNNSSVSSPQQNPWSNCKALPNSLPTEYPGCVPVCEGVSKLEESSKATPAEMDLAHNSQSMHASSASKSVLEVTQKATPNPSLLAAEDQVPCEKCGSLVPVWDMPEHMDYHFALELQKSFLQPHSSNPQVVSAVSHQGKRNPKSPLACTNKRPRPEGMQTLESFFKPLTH
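Pol eta (10 nM) was preincubated with compounds for 15 min at room temperature, after which fluorescent replication substrate (50 nM final) was added to start the reaction. Fluorescence was read kinetically at 0 and 10 min.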
APE1 inh: inhibitors of human APE1 endonuclease; P27695; recombinant APE1, TAMRA/BHQ-2 abasic DNA cleavage fluorescence; Potency, µM (doses to about 65.8 µM), inactives show at the highest dose activity change, negative = inhibition, actives largely listed as inhibitors; actives 0.35% (n = 350,000); AID 2517;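 also: potency is read from the fitted curve at half-maximal effect; plate controls were vehicle for no effect and reference inhibitor for full effect; nearly all actives have a fitted effect of over 55% in size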
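Compound pre-exposure to 0.75 nM APE1, 15 min at ambient temperature. Reaction initiated with 50 nM TAMRA/BHQ-2 THF substrate, read immediately in kinetic mode, 525 nm excitation, 598 nm emission.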
RXFP1 antagonist: RXFP1 (human) relaxin receptor antagonism; activity change, negative = inhibition, % at 57.5 µM; Q9HBX9; actives 0.59% (n = 350,000); HEK293-RXFP1, relaxin-stimulated cAMP HTRF, 30 min; active compounds read low;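 active = activity change of -60% or lower, but not beyond a set lower limit; inconclusive = change between -60% and -40%, or beyond the set limit; inactive = change above -40%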; also: % is scaled to controls: 0 for no effect and ±100 for the full control effect
* hit, by the source's call; i = inactive; ? = inconclusive; / = not tested or not shown; & = joins results of further samples; [ ] = dose if it differs, or a comment. Unless noted, calls follow the shape of the dose curve; as a rule, active = well fitted curve in the direction sought with a large enough effect; inconclusive = small, poorly fitted or top-dose-only effect, or another doubt; inactive = no such curve, though single readings can be large; an effect the other way counts as inactive or inconclusive.

SMILES | POLI inh | Pol beta inh | POLK inh | BLM helicase inh | Tb PGK inh | Anesthetic bind | POLH inh | APE1 inh | RXFP1 antagonist
O=C(c1ccc(F)cc1)C1CCN(C(=O)c2ccc(Cl)cc2)CC1 | 12% | / | -5% | / | -5% | / | -9% | / | 8
Cc1cc2c(ncn2Cc2ccccc2)c(N)c1C | 24% | 0% | -12% | -4% | i | -12% | -11% | -1% | -10
CCOC(=O)CCCn1ccc2cc(S(=O)(=O)N3CCCC3)ccc21 | 19% | 29% | 0% | 1% | 0% | ? | 2% | 13% | -18
COCCN(C(=S)Nc1cccc(Cl)c1C)C(C)c1ccco1 (stereo not drawn) | 7% | -19% | -17% | -6% | -2% | 5% | -7% | -3% | -3
COc1cc(C(=O)Nc2nnc(S(=O)(=O)N3CCCCCC3)s2)cc(OC)c1OC | -2% | -9% | 0% | -2% | -3% | -16% | -7% | 47%[activator] | 23
Cc1ccc(-c2cc(C(=O)N3CC(C)CC(C)C3)c3ccccc3n2)o1 (stereo not drawn) | -16% | 40µM* | ? | -7% | 0% | 124%[activator] | 79µM* | -19% | -16
Cc1ccc(N(C(=O)C2CCCC2)C2C=CS(=O)(=O)C2)cc1C (stereo not drawn) | 0% | 3% | -6% | 4% | i | -1% | 13% | 7% | -23
COCCn1cnc2c1c(=O)n(Cc1cc(C(C)=O)ccc1OC)c(=O)n2Cc1ccccc1 | 19% | 36% | -6% | 1% | 10% | -19% | -7% | -15% | -12
Cc1ccc2occ(/C=N/NC(=O)c3ccc(Cl)cc3)c(=O)c2c1 | 0% | 26% | -5% | -5% | -7% | -11% | -2% | 11% | -3
CC(=O)N1CCOc2ccc(S(=O)(=O)NCc3ccc(F)cc3)cc21 | 71µM* | 100µM* | -42% | -9% | -11% | -4% | 56µM* | ? | -2
COCCNC(=O)c1ccc(-n2c(-c3ccccc3)cc3c2CCC(C)C3)cc1 (stereo not drawn) | ? | 38% | -3% | -11% | -10% | 5% | -17% | / | -71*
O=C(c1cccn2c(=O)c3ccccc3nc12)N1CCN(c2ccccn2)CC1 | 33%[activator] | 1% | -16% | 0% | 1% | -10% | -12% | -5% | 17
COc1ccc(-c2noc(C3CC(=O)N(c4ccc(C)c(F)c4)C3)n2)c(OC)c1 (stereo not drawn) | 16% | -20% | -2% | -5% | i | 5% | -17% | / | -16
Cc1nc(NC(=S)NC(=O)COc2ccc(Cl)cc2)ccc1Br | 95%[activator] | 48% | -6% | 4% | -3% | -4% | -1% | 2% | -10
Cc1ccc(CNC(=O)C(c2ccccc2)c2ccccc2)cc1 | 33%[activator] | 33% | -3% | 1% | -2% | 4% | -7% | 7%[12.4 µM] | -21
COc1ccccc1CNC(=O)CCC(=O)Nc1nnc(C(C)C)s1 | -2% | ? | -15% | -3% | -10% | -7% | -9% | 2% | 7
CCn1ccc2cc(S(=O)(=O)N3CCCN(C(=O)NCC(C)C)CC3)ccc21 | 10% | ? | -10%[60.1 µM] | 2% | 0% | 6% | -15% | / | /
CCCCCCCCCCCCC(O)C(=O)O (stereo not drawn) | / | / | 6%[19.4 µM] | 1% | / | 4% | / | 3%&3% | /
CCOC(=O)N1CCC(NC(=O)c2ccc3c(Cl)c4c(nc3c2)CCCC4)CC1 | ? | 12% | -1% | 1% | -11% | -1% | -21% | -6% | 17
O=C(C/C=N\OCc1ccc([N+](=O)[O-])cc1)Nc1ccc(Br)cc1 | 19% | -5% | -1% | -15% | -5% | ? | -11% | -4% | 7
Cc1cc(C(=O)N/N=C/c2cccc(Cl)c2Cl)no1 | 11% | -26% | -20% | 0% | -1% | -18% | 10% | -5% | 11
CC(C)(C)OC(=O)N1CCC(Cc2cc(-c3cccc(Br)c3)no2)(C(=O)O)CC1 | 1% | 2% | 6% | 3% | -2% | -8% | -12% | -10% | /
CC(=O)N1N=C(c2ccc(Cl)cc2)OC1c1ccc(C(C)C)cc1 (stereo not drawn) | -7% | -1% | -14% | -11% | 0% | ? | -14% | 0% | -12
O=C(Cn1cnc2ccccc21)NC(c1ccccc1)c1ccccc1 | 16% | 22% | -25% | -3% | -5% | -7% | -4% | 17% | 8
O=C1CC/C=C\C[C@@H](CC(=O)N(CCO)Cc2ccccc2)C(=O)NCCO1 | 19% | / | 7% | / | -2% | / | -5% | 22% | /
CCc1ccc2nc(N3CCN(C)CC3)c(C#N)cc2c1 | -4% | 13% | -2% | 2% | -5% | -2% | -8% | 1% | -8
Cc1ccc(NC(=O)Cn2cc(S(=O)(=O)c3ccc(F)cc3)c(=O)c3cc(F)ccc32)cc1 | -28% | 11% | -24% | 2% | -7% | -10% | -17% | 3% | 16
CC(=O)N1CC(C(=O)Nc2ccc3c(c2)OCO3)Oc2ccccc21 (stereo not drawn) | -2% | / | -17% | / | 1% | / | 4% | -12% | -3
O=C(CSc1nncc(=O)[nH]1)NCc1ccccc1 | 75%[activator] | 0% | 4% | 3% | -3% | -3% | -7% | 1% | -8
O=C(C1CCC(Cn2c(=O)c3sccc3n(Cc3ccccc3F)c2=O)CC1)N1CCOCC1 (stereo not drawn) | 9% | 1% | 0% | 0% | 2% | -12% | -10% | / | 0
COc1ccccc1NC(=O)Cn1cnc2c(nc3n2CCCCC3)c1=O | 87%&10%[activator] | 20%&18% | -1%&2% | -4%&1% | -8% | -4%&6% | 2%&-7% | 31% | 6&-14
CC(C)OP(=O)(OC(C)C)C1(NS(=O)(=O)c2ccc(Cl)cc2)C=C(Cl)C(=O)C(Cl)=C1 | ? | 2% | 4% | -13% | -2% | -9% | -13% | -9% | 3
CCc1ccccc1NC(=O)c1ccc(NS(C)(=O)=O)cc1 | 26% | 0% | -6% | 0% | -4% | -8% | 5% | -3% | 17
N#CC(=C(O)COC(=O)CCC1CCCCC1)c1nc2ccccc2[nH]1 | -5% | / | -11% | / | -5% | / | -7% | / | -20
C=CCNC(=O)c1ccccc1NC(=O)c1ccccc1C | 1% | 0% | -7% | 4% | -1% | -9% | 2% | 2% | -2
Cc1cccc(NC(=O)CN2C(=O)N/C(=C/c3ccc(-c4cccc(C(=O)O)c4C)o3)C2=O)c1 | -9% | ? | -23% | -2% | -9% | 4% | 79µM* | -4% | 10
Cc1ccc(S(=O)(=O)CC(=O)Nc2nc3ccc(S(N)(=O)=O)cc3s2)cc1 | 17% | -1% | -20% | -3% | -4% | -12% | -10% | 13% | -16
O=[N+]([O-])c1cccc(-c2nc(Oc3ccc(Cl)cc3)c3ccccc3n2)c1 | / | 3% | / | -2% | / | -11% | / | -2% | /
O=C(Cn1cc(C(F)(F)F)ccc1=O)NC(c1ccccc1)c1ccccc1 | -4% | 10% | -7% | 1% | -6% | -8% | -10% | -7% | -3
Cc1cccc(CSc2nnc(NC(=O)c3ccco3)s2)c1 | -10% | 33%[activator] | 9% | -3% | -8% | ? | -7% | -4% | -11

Individual results from above.
In RXFP1 antagonist, CCOC(=O)CCCn1ccc2cc(S(=O)(=O)N3CCCC3)ccc21 is entered as -18
In APE1 inh, C=CCNC(=O)c1ccccc1NC(=O)c1ccccc1C is entered as 2%

The results go on.
SMILES | POLI inh | Pol beta inh | POLK inh | BLM helicase inh | Tb PGK inh | Anesthetic bind | POLH inh | APE1 inh | RXFP1 antagonist
O=c1cc(-c2cc3ccccc3o2)c2cc(O)ccc2o1 | -17% | -11% | -10% | -10% | -3% | 2% | -7% | -5% | 8
Cc1ccccc1C(=O)Nc1ccccc1C(=O)OCc1cc(=O)n2nc(C3CC3)sc2n1 | -10% | 1% | -17%[60.1 µM] | 0% | i | 54%[activator] | -9% | / | 1
CC(C)Sc1nc2ccccc2c(=O)[nH]1 | 8% | 1% | -11% | 0% | 1% | ? | 4% | ? | -1
COc1ccccc1CN1CCNC(=O)C1CC(=O)NC1Cc2ccccc2C1 (stereo not drawn) | 77%[activator] | 16% | -17% | -6% | -7% | -24% | -4% | 0% | ?
Cc1cc(NC(=O)c2cc3nc(C4CC4)cc(C(F)(F)F)n3n2)no1 | -3% | ? | -3% | -2% | 6% | -4% | ? | -7% | 1
CC(C)(C)c1ccc(C(CC(=O)O)NC(=O)CCCc2ccccc2)cc1 (stereo not drawn) | 44%[activator] | 11% | -4% | 3% | -8% | -10% | -21% | 20% | 1
CCn1c(=O)c2cc(C(=O)Nc3cccc(C(F)(F)F)c3)sc2c2ccccc21 | 15% | 35% | 1% | -3% | -9% | 4% | -13% | / | /
CC(C)OC(=O)CSc1n[nH]c(-c2cccnc2)n1 | 3% | 8% | -10% | -2% | -3% | -17% | 4% | -6% | 2
CC(C)c1ccc(S(=O)(=O)N2CCN(CC(=O)Nc3ccccc3C(F)(F)F)CC2)cc1 | 26% | -4% | -9%[60.1 µM] | -5% | 2% | -11% | -18% | / | 0
COc1cc(OC)c(OC)cc1CCC(C)NC(=O)Cc1ccccc1 (stereo not drawn) | 9% | -1% | -13% | 0% | 6% | -6% | -2% | 73%[activator] | 1
Cc1ccc(-n2nnnc2SCC(=O)c2c(N)n(C3CC3)c(=O)[nH]c2=O)cc1C | -5% | / | -3% | / | 3% | / | -12% | 24% | 7
COc1ccc(NCC(=O)N/N=C/C(C)c2ccccc2)cc1 (stereo not drawn) | 45%[activator] | 0% | -11% | -5% | 0% | ? | -7% | 17% | -19
COc1cc(C)nc2nc(SCc3ccccc3)nn12 | 46%[activator] | 1% | -2% | -4% | 4% | -19% | 0% | -1% | 5
O=C(CCS(=O)(=O)c1ccc(F)cc1)N1CCOCC1 | 222%[activator] | 2% | -1% | -3% | -9% | 4% | -19% | 22% | 2
Cc1ccccc1OCC(=O)Nc1ccc2c(c1)n(C)c(=O)n2C | 30%[activator] | 30% | 0% | -4% | 3% | -10% | -16% | 14% | -7
OC(COCc1cccs1)CN1CCN(c2ccccn2)CC1 (stereo not drawn) | -13% | 36% | 3% | 0% | -6% | -11% | -7% | -5% | -11
CCn1cc2c(n1)-c1c(oc(C(=O)Nc3cccc(C(F)(F)F)c3)c1C)CC2 | 25% | -28% | -5% | -9% | 0% | -11% | -23% | / | -16

A portion of the library. The share of hits here may be higher or lower than overall.
